# MrgX1 antag – human MrgX1 receptor antagonism, primary screen | Q96LB2 | MRGX1-HEK293 calcium flux, Fluo-4, BAM8-22 antagonism; active compounds read low | B-score at 10 µM | actives 1.3% (n = 310,000);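 active means calcium-response B-score plate-corrected more than 3 library SD below zero, starting fluorescence within 5 deviations, no agonist response on first addition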;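 further: peak minus trough fluorescence over baseline after final BAM8-22 challenge near maximal dose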
# TRPC4 inh – blocks the mouse TRPC4 cation channel; B-score at 10 µM; HEK293 TRPC4beta/mu-opioid, DAMGO-evoked Fluo4 calcium flux; active compounds read low; actives 0.39% (n = 300,000); AID 2247;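 active means B-score over 3 SD under the library average, no early fluorescence shift, positive overall ratio signal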
#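 Test system – stable TRPC4beta/mu-opioid receptor HEK293 cells · Probe or stimulus – DAMGO, a submaximal dose followed by a maximal one · Dosing – one concentration per compound · Signal – Fluo4 calcium fluorescence by kinetic imaging, 5 s 1 Hz baseline · Evaluation – per-well B score of integrated baseline-normalized Fluo4 ratio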
# TRPC6 inhibitor – blocks the mouse TRPC6 cation channel | actives 1.1% (n = 310,000) | Q61143 | HEK293-TRPC6, membrane potential dye, ACh-evoked depolarization; active compounds read low | B-score at 10 µM | AID 2553;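 active means B-score under library mean minus 3 SD, initial fluorescence not abnormally high, positive integrated signal ratio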;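 further: B-score derived from integrated fluorescence ratio over the kinetic read; more negative B-score means stronger inhibition of depolarization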
# RGS4 inh – inhibitors of human RGS4; P49798; HEK293 M3R/RGS4 inducible, Fluo-4 calcium flux; active compounds read high; triggered by carbachol at its EC20; B-score at 10 µM; actives 0.45% (n = 310,000); AID 463165;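 active means B-score, a plate-corrected calcium signal, over three deviations above library mean, with baseline fluorescence within five deviations of library mean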;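 further: RGS4 expression induced by doxycycline in cells with stable M3 receptor; B-score is computed from the integrated fluorescence ratio over baseline after carbachol; higher B-score means a larger calcium signal and so more RGS4 inhibition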
# TRPC4 agonist – TRPC4 (mouse) channel activation; Q9QUQ5; HEK293 TRPC4beta/mu-opioid, Fluo4 calcium fluorescence; active compounds read high; B-score at 10 µM; actives 0.49% (n = 310,000); AID 2237;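 active means B-score above 5 SD of library B-scores, and initial fluorescence ratio not above library mean plus 5 SD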;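 further: positive B-score marks a calcium rise read as TRPC4 activation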
#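 Material: HEK293 stable line with TRPC4beta plus mu-opioid receptor; technique: Fluo4 calcium-sensitive dye fluorescence, kinetic, 1 Hz baseline; timing: Fluo4 dye loading 45 min at room temperature, 110 s recording; controls: assay buffer as low control, maximal DAMGO as high control; read-out: integrated baseline-normalised fluorescence ratio, converted to per-well B score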
# TMEM16A inh – inhibitors of mouse TMEM16A calcium-activated chloride channel; Q8BHY3; AID 588511; HEK293 TMEM16A/YFP iodide influx fluorescence, ionomycin; normalized B-score (activity score, 25-100; higher = stronger inhibition) at 10 µM; actives 1.2% (n = 310,000);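 active means ratio plate-corrected score three or more library SD toward inhibition, starting fluorescence score within five deviations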;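 further: score derived from kinetic fluorescence span divided by baseline fluorescence per well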
# Target sequence (Q8BHY3 whole entry, looked up): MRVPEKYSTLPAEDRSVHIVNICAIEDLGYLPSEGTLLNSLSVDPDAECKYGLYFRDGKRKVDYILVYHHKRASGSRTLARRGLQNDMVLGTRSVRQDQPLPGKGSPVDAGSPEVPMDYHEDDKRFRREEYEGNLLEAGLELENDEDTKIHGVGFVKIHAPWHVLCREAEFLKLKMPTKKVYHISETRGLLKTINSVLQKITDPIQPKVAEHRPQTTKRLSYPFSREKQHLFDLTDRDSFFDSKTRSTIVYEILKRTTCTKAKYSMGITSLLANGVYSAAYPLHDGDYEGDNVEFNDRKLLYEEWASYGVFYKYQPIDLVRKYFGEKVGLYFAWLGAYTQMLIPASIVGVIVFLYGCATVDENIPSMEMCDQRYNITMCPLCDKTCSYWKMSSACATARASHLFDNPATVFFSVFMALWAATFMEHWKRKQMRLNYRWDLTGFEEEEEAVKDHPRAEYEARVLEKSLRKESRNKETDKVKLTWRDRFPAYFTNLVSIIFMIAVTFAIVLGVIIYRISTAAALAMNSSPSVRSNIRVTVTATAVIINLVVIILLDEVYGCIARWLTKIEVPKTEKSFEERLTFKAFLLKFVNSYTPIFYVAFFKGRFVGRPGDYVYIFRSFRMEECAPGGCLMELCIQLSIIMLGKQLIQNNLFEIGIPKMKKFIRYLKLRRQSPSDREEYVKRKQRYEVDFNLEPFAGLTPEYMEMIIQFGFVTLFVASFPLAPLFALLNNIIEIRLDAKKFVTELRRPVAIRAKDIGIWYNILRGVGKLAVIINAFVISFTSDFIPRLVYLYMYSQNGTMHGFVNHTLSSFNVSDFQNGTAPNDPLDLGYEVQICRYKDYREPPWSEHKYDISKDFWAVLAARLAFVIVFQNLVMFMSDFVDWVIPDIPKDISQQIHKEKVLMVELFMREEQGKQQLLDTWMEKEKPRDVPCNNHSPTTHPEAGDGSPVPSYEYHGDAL
# TRPC6 activator – activators of mouse TRPC6 channel; Q61143; HEK293-TRPC6 membrane potential dye fluorescence; active compounds read high; B-score at 10 µM; actives 0.13% (n = 310,000);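 active means B-score of the integrated fluorescence ratio above library mean plus 3 SD, and starting fluorescence ratio within library mean plus 5 SD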;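 further: higher score means more depolarization so channel activation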
# TMEM16A act – mouse TMEM16A channel activation, primary screen. Q8BHY3. HEK293 TMEM16A/YFP-H148Q/I152L, iodide quench fluorescence; active compounds read low. B-score at 10 µM. actives 0.3% (n = 340,000);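 active means fluorescence-ratio B-score plate-corrected deviation score at least 3 library SD below zero, with starting fluorescence score within 5 deviations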;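 further: channel opened by trigger with iodide after compound preincubation; score built on the fluorescence ratio of max minus min over baseline; more negative score means more quench and so TMEM16A activation or potentiation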
# MrgX1 allo act – human MrgX1 positive allosteric modulation, primary screen; MrgX1-HEK293, Fluo-4 calcium flux, FDSS; active compounds read high; actives 0.63% (n = 310,000); B-score at 10 µM; Q96LB2;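 active means plate-corrected calcium response at least 3 library SD above typical, normal starting fluorescence, not activating the receptor alone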;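 further: compound read alongside a low EC10 to EC30 dose of BAM8-22 agonist; peak minus trough fluorescence over baseline measured at the second addition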
# MrgX1 agonist – agonists of human MrgX1 receptor; MrgX1-HEK293 cells, Fluo-4 calcium fluorescence, agonist mode; active compounds read high; B-score at 10 µM; actives 0.44% (n = 310,000); AID 588627;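 active means calcium response B-score plate-corrected fluorescence ratio at least 3 library SD, with starting fluorescence B-score inside 5 SD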
#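 System – MrgX1-expressing HEK293 cells · Incubation – cells plated overnight, dye loaded 0.5 h 37 °C, 0.5 h room temperature · Technique – kinetic Fluo-4 NW fluorescence of intracellular calcium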
# TRPC4 potent – TRPC4 (mouse) allosteric potentiation | Q9QUQ5 | HEK293 TRPC4beta/mu-opioid, DAMGO EC20, Fluo-4 Ca2+ flux; active compounds read high | B-score at 10 µM | actives 0.42% (n = 310,000);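 active means B-score of calcium response area above 5 SD of library B-scores, with initial fluorescence ratio within 5 SD of library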;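 further: B-score of integrated fluorescence ratio over time as area under calcium response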
# The depositor's hits bear a star; i = inactive; . = no result given.
SMILES,MrgX1 antag,TRPC4 inh,TRPC6 inhibitor,RGS4 inh,TRPC4 agonist,TMEM16A inh,TRPC6 activator,TMEM16A act,MrgX1 allo act,MrgX1 agonist,TRPC4 potent
Cc1cc(C(=O)N(C2CCCCC2)C2CCCCC2)no1,i,i,i,i,i,i,i,i,i,i,i
Cc1cccc(C(=O)NCC(=O)NNC(=O)c2ccccc2O)c1,i,i,i,i,i,i,i,i,i,i,i
Cc1cccc(NC(=S)NCc2ccccn2)c1,i,i,i,i,i,i,i,i,i,i,i
Cc1ccc(S(=O)(=O)N2CCN(C(=O)CCC(=O)NC3CCCc4ccccc43)CC2)cc1 (configuration not stated),i,i,i,i,i,i,i,i,i,i,i
O=C(CCCn1c(=O)[nH]c2ccsc2c1=O)N1CCN(c2ccccn2)CC1,i,i,i,i,i,i,i,i,i,i,i
CS(=O)(=O)N(Cc1ccccc1Cl)c1ccc(C(=O)N2CCCC2)cc1,i,i,i,i,i,i,i,i,i,i,i
Cc1ccccc1CNC(=O)CC1C(=O)NCCN1Cc1c(F)cccc1Cl (configuration not stated),i,i,i,i,i,i,i,i,i,i,i
COc1ccccc1C(O)(C(=O)NNc1ccccc1C)c1ccccc1OC,i,i,i,i,i,i,i,i,i,i,i
COc1cccc(-c2nc(=S)c3c(n2CCCO)CCCC3)c1,i,i,i,i,i,i,i,i,i,i,i
CCOc1ccc(C(=O)Nc2ccc(N3CCN(C)CC3)cc2)cc1[N+](=O)[O-],i,i,i,i,i,i,i,i,i,i,i
S=C(Nc1ccc2c(c1)OCCO2)Nc1ccccc1Cl,i,i,i,i,i,i,i,i,i,i,i
COc1ccc2nc3oc(C(=O)N4CC(C)CC(C)C4)cc3cc2c1 (configuration not stated),i,i,i,i,i,i,i,i,i,i,i
COCCNC(=O)c1ccc(N(C)S(=O)(=O)c2ccc(OC)c(OC)c2)cc1,i,i,i,i,i,i,i,i,i,i,i
CCOc1ccc(NC(=O)CCS(=O)(=O)c2ccc(Br)cc2)cc1,i,i,i,i,i,i,i,i,i,i,i
Cc1sc2c(c1C)C(O)=C(C(=O)Nc1ccccc1)S(=O)(=O)N2C,i,i,i,i,i,i,i,i,i,i,i
CN(C)C(=O)C1C2NC(=S)N(c3ccccc3)C1(C)Oc1ccccc12 (configuration not stated),i,i,i,i,i,i,i,i,i,i,i
Cc1ccccc1NC(=O)Cc1nc(COC(=O)/C=C/c2ccccc2)cs1,i,i,i,i,i,i,i,i,i,i,i
CN(Cc1ccc(Cl)cc1Cl)C(=O)CN1C(=O)NC2(CCCC2)C1=O,i,i,i,i,i,i,i,i,i,i,i
O=C(NCc1ccco1)c1cnn2c1NC(c1ccc(Br)cc1)CC2C(F)(F)F (configuration not stated),i,i,i,i,i,i,i,i,i,i,13*
COCC(=O)N1CCC(Oc2ccc(C(=O)N3C[C@@H](C)O[C@@H](C)C3)cc2)CC1,i,i,i,i,i,i,i,i,i,i,i
C=CCN(CC=C)S(=O)(=O)c1ncn[nH]1,i,i,i,i,i,i,i,i,i,i,i
O=C(CSc1nc2ccccc2s1)Nc1ccc2c(c1)OCO2,i,i,i,i,i,i,i,i,i,i,i
COc1ccc(C)cc1NC(=O)NNC(=O)c1ccoc1C,i,i,i,i,i,i,i,i,i,i,i
O=C(NCCN1CCOCC1)c1ccc(Cl)c(S(=O)(=O)N2CCCC2)c1,i,i,i,i,i,i,i,i,i,i,i
O=C(O)c1ccc(N2CC3CC(C2)c2cccc(=O)n2C3)c(NC(=S)Nc2ccc(Br)cc2)c1 (configuration not stated),i,i,i,i,i,i,i,i,i,i,i

# Following part
SMILES,MrgX1 antag,TRPC4 inh,TRPC6 inhibitor,RGS4 inh,TRPC4 agonist,TMEM16A inh,TRPC6 activator,TMEM16A act,MrgX1 allo act,MrgX1 agonist,TRPC4 potent
CC1(c2nnc(-c3ccncc3)o2)CC(c2ccc([N+](=O)[O-])cc2)=NO1 (configuration not stated),.,i,i,i,i,.,i,i,.,.,i
COC(=O)c1sc(S(=O)(=O)NCC(=O)O)c(C(=O)OC)c1C,i,i,i,i,i,i,i,i,i,i,i
CC(=O)N[C@@H](Cc1c[nH]c2ccccc12)C(=O)NC1CCCc2ccccc21 (some centres not stated),i,i,i,i,i,i,i,i,i,i,i
Cc1ccc(NC(=O)CCC(=O)OCC(=O)c2ccc(-c3ccccc3)cc2)cc1,i,i,i,i,i,i,i,i,i,i,i
O=C(CSC(=S)N1CCOCC1)Nc1nc(-c2ccccc2)c(-c2ccccc2)o1,i,i,i,i,i,i,i,i,i,i,i
CN(C)c1ccc(-n2cccc2/C=C2/SC(=Nc3ccc(F)cc3)NC2=O)cc1,-5.3*,i,i,i,i,i,i,i,i,i,i
COc1ccc(S(=O)(=O)O)cc1P(=O)(c1ccccc1)c1ccccc1,i,i,i,i,i,i,i,i,i,i,i
O=C(O)c1[nH]c2ccccc2c1C=NCc1ccccc1Cl,i,i,i,i,i,i,i,i,i,i,i
Cc1cc(C)cc(N(CCC(=O)O)S(=O)(=O)c2ccc3ccccc3c2)c1,i,i,i,i,i,i,i,i,i,i,i
CC1CCN(S(=O)(=O)c2ccc3c(c2)c(=O)c(C(=O)N2CCCCC2)cn3C)CC1,i,i,i,i,i,i,i,i,i,i,i
Cc1ccc(NS(=O)(=O)c2cccs2)nc1,i,i,i,i,i,i,i,i,i,i,i
O=S(=O)(N/N=C\c1cccn1-c1ccccc1)c1ccc2ccccc2c1,i,i,i,i,i,i,i,i,i,i,i
CCc1ccccc1NC(=O)c1ccc(NCCc2ccccc2)c([N+](=O)[O-])c1,i,i,i,i,i,i,i,i,i,i,i
CC(C)CNC(=O)c1c(F)c(F)c(F)c(F)c1F,i,i,i,i,i,i,i,i,i,i,i
CCOCCCNC(=O)c1ccc2c(c1)ncn2C1CCCC1,i,i,i,i,i,i,i,i,i,i,i
Cn1c2ccccc2c2nnc(SC3CCOC3=O)nc21 (configuration not stated),i,i,i,i,i,i,i,i,i,i,i
O=C(CS(=O)(=O)c1c[nH]c2ccccc12)Nc1ccc2c(c1)OCCO2,i,i,i,i,i,i,i,i,i,i,i
O=C(CSc1nnnn1Cc1ccccc1)Nc1ccccc1,i,i,i,i,i,i,i,i,i,i,i
COc1ccc(C(=O)C2CCCN(Cc3cccn3-c3cccnc3)C2)cc1OC (configuration not stated),i,i,i,i,i,i,i,i,i,i,i
CCOc1ccc(NC(=O)COc2nsnc2N2CCOCC2)cc1,i,i,i,i,i,i,i,i,i,i,i
O=C(Nc1cccc(-n2cnnn2)c1)c1ccncc1,i,i,i,i,i,i,i,i,i,i,i
O=C(OCCOCCN=C1NS(=O)(=O)c2ccccc21)c1ccc(F)cc1,i,i,i,i,i,i,i,i,i,i,i
COc1ccc(C(=O)NNC(=O)Nc2ccc(Cl)cc2)cc1,i,i,i,i,i,i,i,i,i,i,i
Cc1c(CC(=O)O)c(=O)oc2c(C)c(OCc3ccc(F)cc3Cl)ccc12,i,i,i,i,i,i,i,i,i,i,i
O=C(c1cccc(-c2ccc(O)cc2)c1)N1CCN(c2ccc(F)cc2)CC1,i,i,i,i,i,i,i,i,i,i,i

# The list goes on:
SMILES,MrgX1 antag,TRPC4 inh,TRPC6 inhibitor,RGS4 inh,TRPC4 agonist,TMEM16A inh,TRPC6 activator,TMEM16A act,MrgX1 allo act,MrgX1 agonist,TRPC4 potent
COc1ccc(NC(=O)CSc2ccccn2)cc1OC,-4.8*,i,i,i,i,i,i,i,i,i,i
COc1cc(C(=O)Nc2cc(C)ccn2)cc(OC)c1OC,i,i,i,i,i,i,i,i,i,i,i
Cc1cc(C)cc(N2CCCn3c2nc2c3c(=O)[nH]c(=O)n2C)c1,i,i,i,i,i,i,i,i,i,i,i
COc1ccc(/C=N/NC(=O)C2CC2)c(OC)c1OC,i,i,i,i,i,i,i,i,i,i,i
COc1ccc(C/C(N)=N/OC(=O)Cc2ccccc2)cc1OC,i,i,i,i,i,i,i,i,i,i,i
Cc1ccc(C(=O)NCC(=O)OCC(=O)Nc2ccc(Cl)cc2C(F)(F)F)cc1C,i,i,i,i,i,i,i,i,i,i,i
O=C(N/C(=C\c1ccco1)C(=O)N1CCCC1)c1cccs1,i,i,i,i,i,i,i,i,i,i,i
Cc1ccc(Cn2c(SCC(C)C)nc3c2c(=O)n(C)c(=O)n3C)cc1,i,i,i,i,i,i,i,i,i,i,i
Cc1cc(C(F)(F)F)n2nc(-c3cccs3)cc2n1,i,i,i,i,i,i,i,i,i,i,i
COc1cccc2cc(C(C)N(CCCN3CCOCC3)C(=S)Nc3ccc(C)c(C)c3)oc12 (configuration not stated),i,i,i,i,i,i,i,i,i,i,i
CCCN=C(C)c1c(-c2ccccc2)[nH]n(-c2nc3ccccc3s2)c1=O,i,i,i,i,i,i,i,i,i,i,i
CCC(=O)Nc1cc2nn(-c3ccc(OC)cc3)nc2cc1C,i,i,i,i,i,i,i,i,i,i,i
COc1ccccc1-c1cc2ccccc2[nH]1,i,i,i,i,i,i,i,i,i,i,i
COCCNC(=O)C1CCCN(S(=O)(=O)c2ccc3c(c2)CC(C)N3C(=O)C2CC2)C1 (configuration not stated),i,i,i,i,i,i,i,i,i,i,i
Cc1ccc(-n2c(C)nnc2SCC(=O)Nc2ccccc2)cc1,i,i,i,i,i,i,i,i,i,i,i
COC(=O)c1cc(NC(=O)c2ccccc2)c(=O)oc1/C=C/Nc1ccc(Oc2ccccc2)cc1,.,i,i,i,i,.,i,i,.,.,i
O=C(Nc1ccc(C(=O)N2CCOCC2)cc1)Nc1cccc(Cl)c1,i,i,i,i,i,i,i,i,i,i,i
CC(C)(C)n1ncc(Oc2ccccc2[N+](=O)[O-])c(Cl)c1=O,i,i,i,i,i,i,i,i,i,i,i
Cc1[nH]nc(S(=O)CC(=O)O)c1[N+](=O)[O-] (configuration not stated),i,i,i,i,i,i,i,i,i,i,i
O=C(CSc1nccc(=O)[nH]1)NN(c1ccccc1)c1ccccc1,i,i,i,i,i,i,i,i,i,i,i
